ABHD4 inh: inhibits mouse alpha/beta hydrolase domain 4 | 370,000 compounds, 0.54% hits | inhibition, % at 8.92 µM | purified mABHD4, FP-Rh probe fluorescence polarization;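 active = inhibition exceeding the mean over every tested compound plus 3 SD, cut at about 30% in these data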;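 note: 0% = plate median of compound wells and 100% = S159A mutant with DMSO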
Target sequence (Q8VD66 whole entry, looked up, the tested form may be a part): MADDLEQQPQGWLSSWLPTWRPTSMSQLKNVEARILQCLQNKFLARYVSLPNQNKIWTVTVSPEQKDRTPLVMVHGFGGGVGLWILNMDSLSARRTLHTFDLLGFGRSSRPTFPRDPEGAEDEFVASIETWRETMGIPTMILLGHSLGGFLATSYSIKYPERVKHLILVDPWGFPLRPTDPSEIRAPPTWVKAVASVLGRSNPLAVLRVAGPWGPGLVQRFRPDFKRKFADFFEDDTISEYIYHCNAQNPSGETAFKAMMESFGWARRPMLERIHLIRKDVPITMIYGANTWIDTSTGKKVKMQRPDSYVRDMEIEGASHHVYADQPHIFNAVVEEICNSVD
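Test system: mABHD4 protein | Buffer or medium: HEPES pH 7.0 buffer, 150 mM NaCl, 0.01% Pluronic F-127 | Probe or stimulus: FP-Rh fluorescent activity-based probe, added after compound pre-incubation | Timing: Pre-incubation 45 min, probe exposure 60 min, at 25 °C | Technique: Fluorescence polarization, excitation 525 nm, emission 598 nm, BODIPY TMR filters | Repeats: Single well per compound (singlicate)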
SIAE inh: inhibitors of human sialic acid acetylesterase SIAE; Q9HAT2; SIAE FP-Rh probe binding, fluorescence polarization; inhibition, % at 9.66 µM; 370,000 compounds, 0.69% hits; AID 1053197;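 active = inhibition above a cutoff: mean of compounds within the control limits plus 3 SD of those, cut at about 17% in these data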;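 note: 0% = plate median of compound wells and 100% = probe without SIAE protein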
TCR-CD3 inh: inhibitors of human TCR-CD3 interaction | 360,000 compounds, 0.37% hits | TAMRA-labeled TCR probe fluorescence, biochemical | AID 651800 | inhibition, % at 9.4 µM; in the data active = inhibition above about 19%;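 note: recombinant mutant TCR 2C K166C tagged with TAMRA read by polarization; 0% = receptor in buffer alone and 100% = receptor with positive control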
PG9 Ab binder: PG9 antibody binding by small molecule; TR-FRET gp120-PG9 antibody binding; inhibition, % at 6.7 µM; 360,000 compounds, 0.43% hits; AID 624416; in the data active = inhibition above about 8.5%
LEDGF integ inh: blocks HIV-1 LEDGF/p75-dependent DNA integration | TR-FRET IN-LEDGF/p75 DNA integration, Eu/Cy5 | inhibition, % at 3.7 µM | 370,000 compounds, 0.64% hits;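 active = inhibition above the screen-wide mean plus 3 SD, cut at about 13% in these data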;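 note: signal is the Cy5 over europium emission ratio at 671 and 618 nm; 0% = plate median of compound wells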
HTRA1 inhibitor: inhibitors of human serine peptidase HTRA1; Q92743; recombinant HTRA1, FP-rhodamine activity-based probe, fluorescence polarization; inhibition, % at 5.96 µM; 340,000 compounds, 0.5% hits; AID 504803; in the data active = inhibition above about 36%;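 note: 0% = enzyme with DMSO and 100% = wells lacking enzyme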
Target sequence (Q92743 whole entry, looked up): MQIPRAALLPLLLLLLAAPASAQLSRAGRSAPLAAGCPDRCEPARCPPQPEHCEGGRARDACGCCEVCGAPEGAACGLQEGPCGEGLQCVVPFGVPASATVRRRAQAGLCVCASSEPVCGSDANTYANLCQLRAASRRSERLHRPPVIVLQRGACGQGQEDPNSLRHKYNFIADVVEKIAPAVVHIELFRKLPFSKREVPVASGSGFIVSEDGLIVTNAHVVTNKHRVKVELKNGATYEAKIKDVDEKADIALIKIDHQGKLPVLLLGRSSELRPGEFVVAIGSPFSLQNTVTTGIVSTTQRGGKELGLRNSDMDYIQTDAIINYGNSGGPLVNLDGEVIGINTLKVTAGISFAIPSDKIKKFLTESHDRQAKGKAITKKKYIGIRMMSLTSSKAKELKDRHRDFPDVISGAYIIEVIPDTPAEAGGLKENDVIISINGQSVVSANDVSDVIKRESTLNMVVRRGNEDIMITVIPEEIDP
PRMT1 inh: blocks human protein arginine methyltransferase 1; AID 652257; inhibition, % at 2.79 µM; Q99873; recombinant PRMT1, activity-based probe fluorescence polarization; 370,000 compounds, 1.3% hits;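 active = inhibition above about 21% made by adding two undisclosed values, limit read from the data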
DDE Tn7 FP inh: DD(E)-Tn7 binding inhibition, primary FP screen; 370,000 compounds, 0.13% hits; inhibition, % at 8.3 µM; FP displacement of FITC-Tn7 peptide from fibrin DD(E); 0% = median of compound wells per plate; AID 720508; P02675;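 active = inhibition above the mean of compounds falling within the control limits plus 3 SD of them, cut at about 14% in these data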;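 note: 0% = plate median of compound wells and 100% = 10 µM Aha-Tn7 peptide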
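system = human fibrin DD(E) protein | quantity = DD(E) 2 µM final | medium = Tris/NaCl/CaCl2 buffer, pH 7.8 | also added = labelled Tn7 tracer, 0.1 µM | compound dosing = single point at 8.3 µM | timing = compound with protein 10 min, then 3 h after probe, room temperature | signal = FP measurement | benchmarks = Aha-Tn7 high control | repeats = one replicate per compound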
TDP2 absorb: blocks human TDP2 phosphodiesterase activity | recombinant TDP2, T5PNP hydrolysis, p-nitrophenol absorbance 415 nm | O95551 | 370,000 compounds, 0.34% hits | inhibition, % at 12.8 µM;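 active = inhibition above the mean of all tested compounds plus 3 SD, set per campaign, cut at about 25% in these data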;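 note: 0% = DMSO with enzyme and 100% = buffer with substrate but no TDP2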
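Incubation: 2 h at 37 °C; Test system: recombinant human TDP2; Quantity: enzyme 120 nM; Read-out basis: percent inhibition; Medium: 50 mM Tris-HCl pH 7.5 with Mg2+, KCl, DTT, BSA; Repeats: single replicate; Compound: 12.8 µM single point, 1% DMSO; Signal: epi absorbance; Reagent: 5 mM T5PNP chromogenic substrate; Benchmarks: no-enzyme high, DMSO-plus-enzyme low.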
UHRF1 MBD2 ctr: UHRF1 methyl-DNA binding inhibition; inhibition, % at 4.4 µM; Q96T88; 370,000 compounds, 0.75% hits; UHRF1 binding to methylated oligo, TR-FRET; AID 687016; in the data active = inhibition above about 21%;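 note: UHRF1 SRA domain binding a hemimethylated CpG hairpin DNA probe; 0% = median of test compound wells and 100% = reference inhibitor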
Numbers without * were called inactive; nt = no result given.

Each structure is followed by: PRMT1 inh, DDE Tn7 FP inh, PG9 Ab binder, TDP2 absorb, UHRF1 MBD2 ctr, SIAE inh, TCR-CD3 inh, LEDGF integ inh, HTRA1 inhibitor, ABHD4 inh
CC(=O)c1ccc(NC(=O)COc2ccc3c(c2)OCO3)cc1
 : 1, -2, -3.1, -6, 2, 3, 0, -7, -3, 2
COc1ccc(S(=O)(=O)Nc2cccc3c2O[C@H](CN(C)S(=O)(=O)c2ccc(OC)cc2)[C@@H](C)CN([C@H](C)CO)C3=O)cc1
 : -3, -2, 0.0, -2, -3, -31, 0, 0, -9, -16
COC(=O)c1cc2c(ccn2-c2ccc(F)cc2)n1CC(=O)N1CCN(C(=O)c2ccco2)CC1
 : 1, 1, 6.0, 12, 2, -1, 3, 0, -1, 3
CCOc1ccc(N(CC(=O)O)S(=O)(=O)c2cccnc2)cc1
 : 3, -4, -1.1, 6, -1, -2, 2, 1, 9, 2
CCCOP(=O)(c1ccc(N(C)C)cc1)C(O)c1ccc(N(C)C)cc1 (centres undefined)
 : 11, 4, -0.6, -18, 7, -11, -6, 0, 6, -1
O=C(NCc1ccccc1)N[C@@H](Cc1c[nH]c2ccccc12)C(=O)O
 : 0, -7, -0.6, 6, -1, 2, 4, 0, 0, 2
O=C(O)Cc1c(-c2ccccc2)c2cc(Cl)ccc2[nH]c1=O
 : 10, 2, -1.0, 0, 1, 0, 6, 1, 9, -7
CC(C)c1ccc(C(=O)NC(=S)Nc2ccc3[nH]c(=O)[nH]c3c2)cc1
 : -6, 2, 0.1, 12, 4, -4, -3, 2, -4, -6
Cc1nnc(NC(=O)/C=C/c2ccco2)s1
 : 0, -5, -1.7, 7, -7, 4, 2, 2, 2, -3
CCCCN1C(=O)C(CC(=O)NC2CC2)CC(C(=O)N(CC)CC)=C1C (centres undefined)
 : -2, 11, 0.8, 8, 0, 4, 3, 1, 3, 2
CCN(C(=O)CN1C(=O)NC(c2ccccc2)(c2ccccc2)C1=O)c1ccccc1
 : -3, -7, -2.6, 14, -2, -4, 3, 2, -16, 5
N#CCc1ccc(OC(=O)c2cccnc2Cl)cc1
 : 0, 2, -0.8, 9, -1, -1, 2, 0, -1, 2
Cc1ccc(S(=O)(=O)CC(=O)Nc2cccc(C)n2)cc1
 : -2, -4, -1.3, 13, -2, 2, 6, 5, 5, -1
CC1=C(C(=O)OC(C)C)C(c2cccnc2)n2ncnc2N1 (centres undefined)
 : 0, -1, -0.9, -4, -1, -5, 5, -2, -2, 5
O=C(CCCc1ccccc1)NC1CCSC1=O (centres undefined)
 : 0, 2, -2.1, -13, 3, -6, 3, 5, -4, -6

4 entries from above, with each value named.
O=C(NCc1ccccc1)N[C@@H](Cc1c[nH]c2ccccc12)C(=O)O
  PRMT1 inh = 0
  DDE Tn7 FP inh = -7
  PG9 Ab binder = -0.6
  TDP2 absorb = 6
  UHRF1 MBD2 ctr = -1
  SIAE inh = 2
  TCR-CD3 inh = 4
  LEDGF integ inh = 0
  HTRA1 inhibitor = 0
  ABHD4 inh = 2
O=C(O)Cc1c(-c2ccccc2)c2cc(Cl)ccc2[nH]c1=O
  PRMT1 inh = 10
  DDE Tn7 FP inh = 2
  PG9 Ab binder = -1.0
  TDP2 absorb = 0
  UHRF1 MBD2 ctr = 1
  SIAE inh = 0
  TCR-CD3 inh = 6
  LEDGF integ inh = 1
  HTRA1 inhibitor = 9
  ABHD4 inh = -7
CC(C)c1ccc(C(=O)NC(=S)Nc2ccc3[nH]c(=O)[nH]c3c2)cc1
  PRMT1 inh = -6
  DDE Tn7 FP inh = 2
  PG9 Ab binder = 0.1
  TDP2 absorb = 12
  UHRF1 MBD2 ctr = 4
  SIAE inh = -4
  TCR-CD3 inh = -3
  LEDGF integ inh = 2
  HTRA1 inhibitor = -4
  ABHD4 inh = -6
Cc1nnc(NC(=O)/C=C/c2ccco2)s1
  PRMT1 inh = 0
  DDE Tn7 FP inh = -5
  PG9 Ab binder = -1.7
  TDP2 absorb = 7
  UHRF1 MBD2 ctr = -7
  SIAE inh = 4
  TCR-CD3 inh = 2
  LEDGF integ inh = 2
  HTRA1 inhibitor = 2
  ABHD4 inh = -3

Remaining list, next part.
Each structure is followed by: PRMT1 inh, DDE Tn7 FP inh, PG9 Ab binder, TDP2 absorb, UHRF1 MBD2 ctr, SIAE inh, TCR-CD3 inh, LEDGF integ inh, HTRA1 inhibitor, ABHD4 inh
Nc1cc(=O)nc(SCC(=O)Nc2ccccc2)n1-c1ccccc1
 : 2, 3, 0.5, -3, 7, -11, -3, -2, -2, -7
Cc1c(C(=O)NCCN2C(=O)S/C(=C\c3cccs3)C2=O)cccc1[N+](=O)[O-]
 : -1, 4, -0.9, -8, -3, -5, 1, -1, 3, -2
O=C1CCNCCN1[C@H](CO)c1ccccc1
 : 2, 2, 0.3, 14, 3, -3, -1, 1, 5, 0
Cc1ccc(NC(=O)C(=O)c2ccc(C)cc2)cc1
 : 4, -5, -1.2, 3, 0, -11, -7, -3, -26, 5
CCC1(C)CC(c2csc(N)n2)CCO1 (centres undefined)
 : -1, -3, -0.2, -6, 3, 9, 0, 5, 2, 2
CCN(C(=O)CSc1nnc(-c2cccs2)n1CC)C1CCS(=O)(=O)C1 (centres undefined)
 : -6, 0, -0.7, -3, -1, 3, 4, 1, -4, 2
COc1ccc(OC)c(NC(=O)c2ccc(NS(=O)(=O)c3c(C)noc3C)cc2)c1
 : 2, -5, -1.1, 6, 4, -5, -3, 0, 2, -2
COCc1c(C(=O)OCc2c(C)noc2C)oc2ccccc12
 : -2, -6, -1.2, 17, 1, 0, 1, 1, -1, -1
O=C(C1CCCN(Cc2cccc(F)c2)C1)N1CCCCC1 (centres undefined)
 : -3, 2, -0.5, 14, 0, 8, 2, 3, 4, 5
O=C(NCc1ccccc1)c1sc(=S)n2c1[nH]c(=O)c1ccccc12
 : 3, 2, -0.3, 12, -1, -17, 3, 0, 10, 32*
Cc1nnc(NCc2cccc(Cl)c2)c2ccccc12
 : -1, 2, -1.7, 14, -2, -2, 3, -3, -7, -3
Cn1c(-c2ccc(Br)cc2)cnc1NCc1ccc(C#N)cc1
 : -3, 2, -1.5, 7, -3, 10, 0, 4, 3, 10
Cc1nnsc1C(=O)Nc1cccc(Cl)c1C
 : 2, -5, 2.6, 1, -1, -3, 6, 0, 14, 1
Cc1cccc(N2CCN(S(=O)(=O)c3ccc4c(c3)CCCN4C(=O)C3CCC3)CC2)c1C
 : 1, -1, 0.2, 2, 1, -1, 2, 3, -30, 4
NC(=S)N/N=C1\CC(c2ccc3c(c2)OCCO3)Oc2ccc(F)cc21 (centres undefined)
 : 11, -1, 0.3, -3, 1, -1, -9, -3, -2, -4

Limited to PG9 Ab binder and DDE Tn7 FP inh, for some of the entries so far:
| compound | PG9 Ab binder | DDE Tn7 FP inh |
| --- | --- | --- |
| COc1ccc(OC)c(NC(=O)c2ccc(NS(=O)(=O)c3c(C)noc3C)cc2)c1 | -1.1 | -5 |
| COCc1c(C(=O)OCc2c(C)noc2C)oc2ccccc12 | -1.2 | -6 |
| O=C(C1CCCN(Cc2cccc(F)c2)C1)N1CCCCC1 (centres undefined) | -0.5 | 2 |
| O=C(NCc1ccccc1)c1sc(=S)n2c1[nH]c(=O)c1ccccc12 | -0.3 | 2 |

(continued)
Each structure is followed by: PRMT1 inh, DDE Tn7 FP inh, PG9 Ab binder, TDP2 absorb, UHRF1 MBD2 ctr, SIAE inh, TCR-CD3 inh, LEDGF integ inh, HTRA1 inhibitor, ABHD4 inh
COc1ccc(C(=O)CCC(=O)N2CCN(c3ccc(N4CCOCC4)nn3)CC2)cc1
 : -3, 4, -1.4, 11, -1, 2, 6, -1, 3, 0
COc1ccc(C2=Nc3nc(-c4ccccc4)cn3C(c3ccc(OC)cc3)C2)cc1 (centres undefined)
 : 1, 3, 0.1, 0, 2, -11, -3, 2, -38, -6
Clc1ccc(-n2cnnn2)cc1
 : 3, 3, -0.7, -8, -2, 5, -5, 1, 1, 0
COC(=O)C1=C(N)Oc2cc(C)[nH]c(=O)c2C1c1cccnc1 (centres undefined)
 : -2, -3, -2.4, 8, 1, 10, -6, 1, 5, -8
O=C(c1cccc(S(=O)(=O)N2CCCCC2)c1)N1CCN(c2ccccc2)CC1
 : 1, 8, 2.1, -2, 0, 0, 6, -2, -1, 0
CCOC(=O)Cc1csc(NC(=S)NC(=O)c2cccc([N+](=O)[O-])c2)n1
 : 3, 1, 0.6, 4, 3, 4, -2, 3, 6, -5
CCOc1ccc(N(C(=O)c2snc(C(N)=O)c2N)C(C(=O)NC2CCCC2)c2ccncc2)cc1 (centres undefined)
 : -1, 4, -1.3, 7, 1, 7, -12, 0, 2, -2
COc1cccc(Nc2nc(-c3cccnc3)cs2)c1
 : 0, 4, -2.6, -3, -1, 4, -1, -3, 7, 17
CC(C)Cn1c(C23CC4CC(CC(C4)C2)C3)n[nH]c1=S
 : 5, 1, -0.2, -6, 0, -1, 3, 2, -6, -9
CN(Cc1ccccc1)C(=O)COC(=O)C1CCN(S(=O)(=O)c2cccs2)CC1
 : 2, 2, 1.2, 5, 4, -1, -4, -3, nt, 6
Cc1ccc(-c2nnc(COC(=O)c3cccs3)o2)cc1
 : 4, 6, -2.0, -3, -1, -2, 8, -3, -8, 1
COc1ccc(N2C(=O)CC(NC3CCCCNC3=O)C2=O)cc1 (centres undefined)
 : 28*, -4, -0.7, 1, -1, 4, 5, -1, 3, 2
O=C(O)C1CN(C(=O)c2ccccc2)c2cc(Cl)ccc2O1 (centres undefined)
 : 2, 0, -0.1, -3, 0, -6, 0, 4, -1, 2
CN(C)c1ccc(-c2nc3cc(N)ccc3o2)cc1
 : 1, 1, 5.2, 7, -6, 8, 2, 0, -1, 7
CC(C)(C)n1nnnc1C(c1cccc(C#N)c1)N1CCCCCC1 (centres undefined)
 : 1, -4, -1.4, -4, -2, -3, 2, -1, 2, 2
CC(=O)Oc1ccc2c(=O)c(N3C(=O)c4ccccc4C3=O)c(C)oc2c1C
 : 0, 7, -0.8, 6, 2, 2, 2, -5, -1, 3
Cn1c(-c2ccccc2)cnc1NCc1cc(Cl)ccc1O
 : 3, -1, 0.0, 5, 2, 5, -6, -5, 6, 14
Nc1nonc1-n1nnc(C(=O)N/N=C/c2c(Cl)cccc2Cl)c1CN1CCOCC1
 : 4, 4, 0.2, -8, -2, -5, 3, -1, 1, 7

Rows were taken by chance. About 4.2% of those tested had a hit in this group.
